# CF NFkB block = cystic fibrosis NF-kB activation inhibition; 360,000 compounds, 0.86% hits; KKLEB NF-kB-GFP reporter, PAF-induced, GFP fluorescence overnight; inhibition, % at 5 µM;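 active = at least 50% inhibition at 5 µM, scaled per plate between neutral and stimulator controls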;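 also: PAF is a Pseudomonas aeruginosa culture filtrate used as stimulus; plate controls were PAF-stimulated DMSO wells for no effect and unstimulated DMSO wells for full effect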
# SRC2 inh = human SRC2 (NCOA2) inhibition; HEK293 GAL4-SRC2 luciferase reporter, luminescence; Q15596; inhibition, % at 9 µM; 370,000 compounds, 0.17% hits;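 active = inhibition above the mean inhibition of all tested compounds plus 3 SD, set per campaign, cut at about 52% in these data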;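 also: 0% = DMSO treated cells and 100% = cells given Gossypol at 36 µM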
# COUP-TFII inh = NR2F2 (human) inhibition, primary screen | P24468 | HEK293T NGFI-A luciferase reporter, luminescence | inhibition, % at 8.6 µM | 370,000 compounds, 0.7% hits | AID 686940;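 active = inhibition above a per-plate cutoff, mean inhibition of test wells between control levels plus 3 SD, cut at about 38% in these data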;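 also: cells cotransfected with COUP-TFII expression vector driving the NGFI-A reporter; 0% = median of COUP-TF2 test wells and 100% = reporter-only cells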
# TROY NFkB inh = TROY signaling inhibition. Q293 LMP1-TROYcd NF-kB luciferase reporter, 4 h. inhibition, % at 10 µM. 360,000 compounds, 0.98% hits;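 active = compounds whose plate-normalised and pattern-corrected inhibition of the luciferase reporter signal at the single screening dose is 50% or more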
# SRC3 inh = inhibitors of human steroid receptor coactivator 3 (SRC3) | Q9Y6Q9 | HEK293 GAL4-SRC3 luciferase reporter, luminescence | inhibition, % at 3.6 µM | 360,000 compounds, 0.17% hits | AID 588352;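 active = inhibition above a per-campaign cutoff, the mean of all compounds plus 3 SD, cut at about 60% in these data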;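 also: 0% = DMSO-treated cells and 100% = gossypol-treated cells at 36 µM; higher means less SRC3-driven luciferase light from the GAL4 reporter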
# TWEAK Fn14 block = blocks TWEAK-Fn14 interaction in a reporter cell assay; TWEAK-stimulated Fn14 reporter cells, luciferase luminescence, 8 h; inhibition, % at 10 µM; 360,000 compounds, 2% hits; in the data active = inhibition above about 50%
# KKLEB cytotox = CF airway cell cytotoxicity counter-screen. KKLEB CF airway cells viability, ATPlite luminescence, overnight; hits give low values; cells stimulated with P. aeruginosa culture filtrate. activity change (cytotoxicity), % at 5 µM. 360,000 compounds, 0.36% hits;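 active = corrected activity change at or below -50% at 5 µM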
# EBV LMP1 NFkB = inhibitors of Epstein-Barr LMP1-induced NF-kappaB reporter. LMP1-induced NF-kappaB luciferase reporter cells, luminescence. inhibition, % at 12.5 µM. 350,000 compounds, 0.69% hits. AID 504558; in the data active = inhibition above about 41%;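 also: 0% = neutral control wells and 100% = reference inhibitor control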
# SRC1 inh = human NCOA1 inhibition; HEK293 GAL4-SRC1 luciferase reporter, luminescence; 360,000 compounds, 0.12% hits; inhibition, % at 3.6 µM; Q15788; AID 588354;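 active = inhibition above the campaign mean plus 3 SD, with each screening campaign given its own cutoff, cut at about 60% in these data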;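 also: 0% = DMSO treated cells and 100% = gossypol at 36 µM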
# Target sequence (Q15788 whole entry, looked up, the tested form may be a part): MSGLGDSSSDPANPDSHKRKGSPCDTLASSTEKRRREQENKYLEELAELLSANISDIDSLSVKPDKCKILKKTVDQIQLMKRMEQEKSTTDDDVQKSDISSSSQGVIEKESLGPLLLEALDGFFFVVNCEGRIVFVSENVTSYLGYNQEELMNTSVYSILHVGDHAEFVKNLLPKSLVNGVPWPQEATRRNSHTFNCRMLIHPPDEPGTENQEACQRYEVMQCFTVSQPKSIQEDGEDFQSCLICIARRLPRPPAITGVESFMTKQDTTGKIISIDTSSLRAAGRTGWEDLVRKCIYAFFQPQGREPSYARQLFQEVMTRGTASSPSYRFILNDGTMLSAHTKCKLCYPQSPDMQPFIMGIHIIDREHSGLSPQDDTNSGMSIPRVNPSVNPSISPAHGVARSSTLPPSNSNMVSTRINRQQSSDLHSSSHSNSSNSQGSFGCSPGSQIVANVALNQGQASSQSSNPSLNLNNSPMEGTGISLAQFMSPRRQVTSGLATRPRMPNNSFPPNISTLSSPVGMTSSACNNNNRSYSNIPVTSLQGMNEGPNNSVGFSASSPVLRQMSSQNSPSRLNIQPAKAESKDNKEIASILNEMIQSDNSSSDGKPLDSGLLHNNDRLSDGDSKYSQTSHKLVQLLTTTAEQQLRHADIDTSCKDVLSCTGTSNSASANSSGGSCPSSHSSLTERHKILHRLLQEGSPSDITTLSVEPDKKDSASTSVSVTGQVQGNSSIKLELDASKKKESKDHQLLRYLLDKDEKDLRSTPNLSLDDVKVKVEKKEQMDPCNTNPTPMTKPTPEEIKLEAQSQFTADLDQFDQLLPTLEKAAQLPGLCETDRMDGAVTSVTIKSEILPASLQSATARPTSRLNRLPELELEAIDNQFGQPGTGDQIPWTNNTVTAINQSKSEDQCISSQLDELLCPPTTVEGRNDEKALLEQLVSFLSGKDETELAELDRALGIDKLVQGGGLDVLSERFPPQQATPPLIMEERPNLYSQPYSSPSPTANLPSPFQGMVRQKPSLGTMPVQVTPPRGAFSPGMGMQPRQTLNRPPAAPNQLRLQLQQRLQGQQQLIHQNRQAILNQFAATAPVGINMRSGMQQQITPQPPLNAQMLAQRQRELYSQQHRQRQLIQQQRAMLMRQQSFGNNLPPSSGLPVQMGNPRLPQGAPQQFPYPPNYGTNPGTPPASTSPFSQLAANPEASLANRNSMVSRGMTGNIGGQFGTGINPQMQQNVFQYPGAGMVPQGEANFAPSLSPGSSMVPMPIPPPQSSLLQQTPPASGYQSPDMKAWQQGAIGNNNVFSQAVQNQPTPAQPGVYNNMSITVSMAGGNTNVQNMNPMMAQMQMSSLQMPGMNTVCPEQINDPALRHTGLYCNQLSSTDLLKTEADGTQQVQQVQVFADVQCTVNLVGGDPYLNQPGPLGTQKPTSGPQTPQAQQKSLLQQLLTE
# C8 TRAIL sens = caspase-8 TRAIL sensitization; AID 624354; inhibition (viability loss, TRAIL sensitization), % at 10 µM; NB7+C8 cells + TRAIL, ATPlite viability luminescence; 360,000 compounds, 1% hits;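 active = compounds causing at least 50% loss of cell viability in the single-dose screen, relative to plate controls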
# NR5A2 inv ag = NR5A2 inverse agonism in reporter assay; inhibition, % at 3.6 µM; 360,000 compounds, 0.13% hits; HEK293T StAR-luciferase reporter, LRH-1 transfected, 24 h; AID 602396; O00482;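 active = inhibition above the mean inhibition of all tested compounds plus 3 SD, cut at about 73% in these data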;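 also: 0% = DMSO wells and 100% = reporter-only cells lacking LRH-1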
# * hit, by the source's call; / = not tested or not shown.
SMILES,CF NFkB block,SRC2 inh,COUP-TFII inh,TROY NFkB inh,SRC3 inh,TWEAK Fn14 block,KKLEB cytotox,EBV LMP1 NFkB,SRC1 inh,C8 TRAIL sens,NR5A2 inv ag
CCN(CC)C(=O)c1[nH]cnc1C(=O)N[C@@H](CC(C)C)C(=O)OC(C)(C)C,14,0,5,15,-23,6,-11,1,7,4,15
COc1ccc(N(CC(=O)Nc2cc(C)ccc2C)S(=O)(=O)c2c(C)nn(C)c2C)cc1,10,0,4,1,15,17,-1,-1,11,-1,8
O=C(Nc1c2c(nn1-c1cccc(Cl)c1)CS(=O)(=O)C2)c1ccc2c(c1)OCO2,-3,-11,-1,-16,-22,-16,10,4,0,-12,16
O=C(NN=C1CCCC1)c1n[nH]c2c1CCCC2,8,-71,-26,17,-21,50,0,-5,-66,9,-33
CC(C)[C@H]1COC(NC2=N[C@@H](C(C)C)CO2)=N1,17,-15,1,-7,5,-10,-9,-9,-15,4,-1
CC(=O)Nc1cccc(C)c1,-12,-38,4,-5,14,-6,1,-1,-9,-9,0
Cc1ccccc1S(=O)(=O)Cc1ccc(C(=O)NCCCN2CCC(C)CC2)o1,2,-16,0,12,16,10,-1,-9,1,-7,-5
Cc1nn(C)cc1CN1CCCC(C(=O)c2ccc(-c3ccccc3)cc2)C1 (stereo not drawn),5,1,-4,20,10,3,1,2,2,5,1
CCOC(=O)C1(CCc2ccccc2)CCN(Cc2ccc(OC)cc2)CC1,-2,7,-4,2,11,-5,5,1,5,-4,16
O=S(=O)(c1ccccc1)c1cnc(-c2cccnc2)nc1-c1ccccc1,4,3,-3,7,-6,30,-2,7,3,-4,-3
COc1ccc2sc(NC(=O)CC(C)C)nc2c1,-9,-65,-42,-15,-92,6,8,-25,-69,10,-162
CC(OC(=O)c1ccc2c(=O)n3c(nc2c1)CCC3)C(=O)NC1CCCCC1C (stereo not drawn),-23,-17,11,-2,-14,-8,0,2,-2,-5,-7
Brc1ccc(-c2nnc3n2-c2ccccc2CC3)cc1,2,-30,-7,3,5,-12,-16,-13,-3,-3,-26
CCOc1ccc(N(CC(=O)NCc2ccc(C)cc2)S(=O)(=O)c2c(C)[nH]c(=O)[nH]c2=O)cc1,15,/,/,-6,-13,18,-6,-2,5,-4,4
COC(=O)C1CCN(C(=O)/C(C)=C\c2ccccc2)CC1,-2,5,-37,-5,-39,-4,6,0,-58,-8,-9
Cc1ccc2cn[nH]c2c1[N+](=O)[O-],-2,2,14,-12,15,-3,1,1,3,6,-3
Cc1ccc(C(=O)/C=C/c2cc(Br)cc(Br)c2O)o1,25,-2,-3,-11,-15,17,-23,8,-5,5,17
COc1cc(OC)nc(NC(=O)NS(=O)(=O)c2ccc(OC(F)(F)F)cc2)n1,-3,-8,-2,-3,1,5,14,-15,10,8,17
C/C(=N\NC(=O)CCCNc1ccccc1)c1ccncc1,-12,8,-2,-17,-4,4,2,-1,12,-8,4
Cc1cccc(C)c1OCc1cc(C(=O)NC2CCC2)no1,3,-22,-10,-33,-17,11,-2,-6,-26,-14,-42
Cc1cc(C)cc(N=C2NC(=O)CS2)c1,-11,4,17,12,4,-3,14,3,-22,5,25
CC(C)(C)NC(=O)C(c1cccs1)N(C(=O)c1csnn1)c1cccc(F)c1 (stereo not drawn),1,-59,14,15,3,2,2,0,5,-2,12
Cc1cccc(N2CCN(C(=O)Cn3cnc4c3c(=O)n(C)c(=O)n4C)CC2)c1C,-12,19,-9,2,15,-23,-2,1,1,1,17
Cc1ccc(NC(=O)c2cc(S(=O)(=O)N3CCCC3)cn2C)cc1C,-16,10,3,7,-1,1,-3,2,5,4,-17
Cc1ccc(NS(=O)(=O)c2ccc(C)c(C(=O)Nc3ccc(S(=O)(=O)Nc4onc(C)c4C)cc3)c2)cc1,12,9,0,12,1,2,6,-1,6,-7,-14
COc1ccc(CCN2CCC(CN3C(=S)NC[C@@H]3CC(C)C)CC2)cc1OC,-19,-5,3,1,-21,2,11,7,3,-17,7
O=C(COC(=O)CNS(=O)(=O)c1c(Cl)cccc1Cl)Nc1ccccc1Sc1ccccc1,24,9,15,0,0,7,0,4,12,6,0
CSc1ncnc2c1cnn2-c1ccc(C)cc1C,10,-29,-7,-49,-20,-2,-7,-5,-16,0,-19
Cc1cccc(C=Nc2ccc3c4c(cccc24)CC3)c1O,1,-41,-2,-22,10,35,-1,-2,-21,8,-10
Cc1ccc(C)c(N2CCN(C(=O)Cn3c(=O)[nH]c4ccsc4c3=O)CC2)c1,3,10,-1,3,8,18,-6,-14,-19,3,-3
CCC(C)Oc1ccc(/C=C/c2[nH]c(=O)[nH]c(=O)c2[N+](=O)[O-])cc1OC (stereo not drawn),-12,5,-16,-13,3,-6,10,-2,-11,-9,-14
NC(=O)c1ccsc1NC(=O)COC(=O)c1cccnc1Cl,-3,8,-7,-48,3,-30,6,5,-7,-5,-5
CCc1nc(SCC(=O)Nc2nccs2)c2oc3ccccc3c2n1,6,-10,-7,-11,-15,0,-6,-2,-16,28,2
O=C(CSc1ccccc1)OCC(=O)N1CCN(C(=O)c2ccco2)CC1,-25,7,-3,-18,8,-1,2,11,10,-7,14
Cc1ccc(S(=O)(=O)NCCC(=O)N2CCCCCCC2)cc1,3,-7,11,-4,8,16,-3,-6,4,12,0
Cc1ccc(C(=O)NCCc2nnc3ccc(SCC(=O)Nc4ccc(C)cc4C)nn23)cc1,0,-14,-7,5,-15,-21,3,-7,2,1,-21
CCOc1ccc(-c2nnc(SCc3nc4ccccc4[nH]3)n2N)cc1,-19,-14,-5,-33,-3,-2,13,-5,-4,0,-24
CC(=O)Nc1ccc(C(=O)OCC(=O)N2CCN(C(=O)c3ccco3)CC2)cc1,15,-18,-1,3,15,3,-1,3,-1,16,10
COCCOC(=O)c1c(C)oc2ccc(O)c(CN3CCC(C)CC3)c12 (tested in a mixture with another compound),-12,9,-5,-20,-13,8,3,8,-18,16,5
COc1ccc(NC(=S)N(CCCN2CCOCC2)Cc2cn(C)c3ccccc23)cc1OC,-17,-3,-6,3,8,-5,-10,5,-2,-8,12
C=CCC(C(=O)NC(C)c1ccccc1)C(=O)NC(C)c1ccccc1 (stereo not drawn),-8,3,12,0,1,16,3,-3,-46,-9,5
O=C1c2cccc3cccc(c23)C(=O)N1c1ccc2ncccc2c1,11,-24,5,1,-27,-7,-2,1,-5,10,-33
O=C(N/N=C1/SCC(=O)N1Cc1ccco1)c1ccccc1F,12,-3,-12,-12,14,-2,-14,-2,-19,3,1
CCN(CC)S(=O)(=O)c1cccc(NC(=O)CCNC(=O)NC23CC4CC(CC(C4)C2)C3)c1,-25,/,/,-3,9,-5,17,-4,-19,1,12
COc1ccc(-c2nc3n(n2)C(c2ccccc2Cl)C(C(N)=O)=C(C)N3)cc1 (stereo not drawn),1,2,8,1,13,-4,4,0,10,-4,-5
COc1cccc2sc(N3CCN(C(=O)c4ccc([N+](=O)[O-])o4)CC3)nc12,-12,/,/,-10,6,11,1,-22,-17,13,63
C=C(C(=O)c1ccccc1)C(C)CC(=O)c1ccccc1 (stereo not drawn),14,36,-10,-19,32,63*,-26,-7,1,2,-3
COc1ccc(NC(=O)c2[nH]c(C)c(C(C)=O)c2C)cc1S(=O)(=O)N1CCOCC1,-30,-24,-50,-8,21,-2,0,2,-36,-3,-2
CCC(=O)N(Cc1ccc(S(N)(=O)=O)cc1)C1CC(=O)N(c2ccc(OC)cc2)C1=O (stereo not drawn),12,-17,18,4,11,-12,-10,-8,-15,4,8
COc1ccc(CCNC(=O)c2ccc(Cl)c(S(=O)(=O)N3CCCCCC3)c2)cc1,14,16,63*,44,12,60*,-20,13,17,15,26
CCOC(=O)C1=C(C)c2ccccc2N(C(=O)OC)C1(C)C(=O)OCC (stereo not drawn),7,17,13,-13,11,15,12,-19,-7,-3,5
C#CCN1C=C(C(=O)OCC)C(C)NS1(=O)=O (stereo not drawn),-7,-8,-3,-7,3,3,0,3,-4,8,-14
Cc1cc(NC(=O)CSc2ccccn2)no1,7,0,6,-12,7,0,0,0,-1,-9,0
O=C(NC1CCN(S(=O)(=O)c2ccc(F)cc2)CC1)c1ccccc1,-4,4,6,-2,6,-13,8,-3,-17,-18,15
CCOC(=O)N1CCN(C(=O)c2c[nH]c3ccc(S(=O)(=O)N(C)c4ccc(OCC)cc4)cc3c2=O)CC1,4,-6,-3,6,14,-13,-1,-3,-5,15,2
CN(C)c1ncnc2c1ncn2CCn1cnc2c(N(C)C)ncnc21,-3,15,0,4,-11,6,-11,4,-1,-2,-10
COc1ccc(C(c2nnnn2C2CCCC2)N2CCC(C(N)=O)CC2)c(OC)c1 (stereo not drawn),5,16,3,14,5,5,-3,-4,-14,1,9
O=C(COc1ccccc1)Nc1ccc(NC(=O)c2ccco2)cc1,8,24,-33,2,-16,-6,-1,-7,-4,0,-18
COc1cccc(-c2nc(-c3cccs3)no2)c1,-16,-80,-81,4,-112,28,-2,-15,-99,30,-136
O=c1c2ccccc2c(C=NCCO)c(O)n1-c1ccccc1,1,3,-1,6,2,-12,-25,7,1,-24,-10

# In the list so far, four have a thiophene ring, fused or not.
SMILES,CF NFkB block,SRC2 inh,COUP-TFII inh,TROY NFkB inh,SRC3 inh,TWEAK Fn14 block,KKLEB cytotox,EBV LMP1 NFkB,SRC1 inh,C8 TRAIL sens,NR5A2 inv ag
CC(C)(C)NC(=O)C(c1cccs1)N(C(=O)c1csnn1)c1cccc(F)c1 (stereo not drawn),1,-59,14,15,3,2,2,0,5,-2,12
Cc1ccc(C)c(N2CCN(C(=O)Cn3c(=O)[nH]c4ccsc4c3=O)CC2)c1,3,10,-1,3,8,18,-6,-14,-19,3,-3
NC(=O)c1ccsc1NC(=O)COC(=O)c1cccnc1Cl,-3,8,-7,-48,3,-30,6,5,-7,-5,-5
COc1cccc(-c2nc(-c3cccs3)no2)c1,-16,-80,-81,4,-112,28,-2,-15,-99,30,-136

# Remaining list, next part:
SMILES,CF NFkB block,SRC2 inh,COUP-TFII inh,TROY NFkB inh,SRC3 inh,TWEAK Fn14 block,KKLEB cytotox,EBV LMP1 NFkB,SRC1 inh,C8 TRAIL sens,NR5A2 inv ag
CN1C2CCC1CC(NC(=O)c1cc(Cl)cc3[nH]cnc13)C2 (stereo not drawn),3,-4,6,-3,-8,20,18,11,0,4,1
O=C(OCCn1c(=S)sc2ccccc21)c1ccccc1,-9,-58,-46,-48,-82,-11,9,4,-73,0,-97
COC(=O)c1sc(-c2ccccc2)cc1NC(=O)c1cc(OC)cc(OC)c1,46,2,9,-19,5,-10,-46,10,2,9,-7
COc1ccc(/C=C(\NC(=O)c2ccco2)C(=O)NCCc2nc3ccccc3[nH]2)cc1,-16,24,-15,-13,-4,7,16,/,-8,0,-7
C#CCOc1c(Br)cc(/C=C2/C(=O)ON=C2C)cc1OC,-2,10,-28,7,1,11,-1,5,-7,3,-3
COc1ccc(CNC(=O)CSc2nc3ccccc3n2C(C)=O)cc1,9,1,-9,11,2,19,-5,24,-11,-13,5
COc1ccc(CNC(=O)C(C)N(C)Cc2cccc(F)c2)cc1 (stereo not drawn),-14,25,8,0,16,12,16,6,-39,1,2
CC1=NCCN1CCNC(=O)Nc1cc(C)cc(C)c1,0,2,-8,-21,9,-9,1,-6,-20,-15,3

# Bioassay records deposited in PubChem BioAssay by several laboratories.
